KCNK9 block – blocks the human KCNK9 two-pore domain potassium channel | Q9NPC2 | HEK293 KCNK9, FluxOR thallium flux fluorescence; hits give low values | B-score at 10 µM | 1.2% of 310,000 active | AID 488922;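 active = ratio B-score over 3 SD below the library mean, with starting fluorescence within 5 SD of its mean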;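 note: negative B-score means less thallium flux so channel inhibition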
Target sequence (Q9NPC2 whole entry, looked up, the tested form may be a part): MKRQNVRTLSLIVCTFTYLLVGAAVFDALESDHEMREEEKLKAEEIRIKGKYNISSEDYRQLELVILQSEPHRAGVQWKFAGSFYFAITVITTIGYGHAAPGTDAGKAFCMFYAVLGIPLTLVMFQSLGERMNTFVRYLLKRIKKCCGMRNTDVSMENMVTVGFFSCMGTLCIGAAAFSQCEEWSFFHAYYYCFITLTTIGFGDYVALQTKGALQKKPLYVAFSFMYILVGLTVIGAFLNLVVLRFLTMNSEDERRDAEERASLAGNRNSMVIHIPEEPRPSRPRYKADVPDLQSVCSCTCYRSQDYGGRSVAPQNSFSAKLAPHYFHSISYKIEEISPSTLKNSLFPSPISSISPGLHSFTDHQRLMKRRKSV
KCNK3 block – human KCNK3 channel inhibition, primary screen; AID 602410; B-score at 10 µM; CHO-KCNK3 thallium flux, FluxOR fluorescence; hits give low values; 0.84% of 340,000 active;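 active = B-score under library mean minus 4 SD, starting fluorescence ratio at most library mean plus 5 SD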;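 note: more negative B-score means stronger inhibition of thallium flux through KCNK3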
TMEM16A act – mouse TMEM16A channel activation, primary screen; Q8BHY3; HEK293 TMEM16A/YFP-H148Q/I152L, iodide quench fluorescence; hits give low values; B-score at 10 µM; 0.3% of 340,000 active;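 active = fluorescence-ratio B-score plate-corrected deviation score at least 3 library SD below zero, with starting fluorescence score within 5 deviations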;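 note: channel opened by trigger with iodide after compound preincubation; score built on the fluorescence ratio of max minus min over baseline; more negative score means more quench and so TMEM16A activation or potentiation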
TMEM16A inh – inhibitors of mouse TMEM16A calcium-activated chloride channel; Q8BHY3; HEK293 TMEM16A/YFP iodide influx fluorescence, ionomycin; 1.2% of 310,000 active; AID 588511; normalized B-score (activity score, 25-100; higher = stronger inhibition) at 10 µM;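 active = ratio plate-corrected score three or more library SD toward inhibition, starting fluorescence score within five deviations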;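 note: score derived from kinetic fluorescence span divided by baseline fluorescence per well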
HDAC3 inhib – inhibitors of human histone deacetylase 3. 0.15% of 320,000 active. inhibition, % at 8.3 µM. AID 2718. recombinant HDAC3, fluorogenic peptide/trypsin coupled, fluorescence; in the data active = inhibition above about 26%, passing the limit was not always enough
Target sequence (O15379 whole entry, looked up): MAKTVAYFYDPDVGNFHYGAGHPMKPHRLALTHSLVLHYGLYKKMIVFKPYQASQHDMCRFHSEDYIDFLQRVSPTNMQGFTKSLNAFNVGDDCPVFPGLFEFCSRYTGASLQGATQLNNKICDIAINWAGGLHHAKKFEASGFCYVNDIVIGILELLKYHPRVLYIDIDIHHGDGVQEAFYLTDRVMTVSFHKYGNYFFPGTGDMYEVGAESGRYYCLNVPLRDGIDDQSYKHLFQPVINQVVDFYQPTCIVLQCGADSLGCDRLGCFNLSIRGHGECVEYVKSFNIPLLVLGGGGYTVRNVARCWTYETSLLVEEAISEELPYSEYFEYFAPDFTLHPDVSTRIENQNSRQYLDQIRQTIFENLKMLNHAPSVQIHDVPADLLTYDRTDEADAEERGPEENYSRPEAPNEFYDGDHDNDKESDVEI
RGS4 block – human RGS4 inhibition | P49798 | HEK293 M3R/RGS4 inducible, Fluo-4 calcium flux; hits give high values; triggered by carbachol at its EC20 | B-score at 10 µM | 0.45% of 310,000 active;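 active = B-score, a plate-corrected calcium signal, over three deviations above library mean, with baseline fluorescence within five deviations of library mean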;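 note: RGS4 expression induced by doxycycline in cells with stable M3 receptor; B-score is computed from the integrated fluorescence ratio over baseline after carbachol; higher B-score means a larger calcium signal and so more RGS4 inhibition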
Target sequence (P49798 whole entry, looked up): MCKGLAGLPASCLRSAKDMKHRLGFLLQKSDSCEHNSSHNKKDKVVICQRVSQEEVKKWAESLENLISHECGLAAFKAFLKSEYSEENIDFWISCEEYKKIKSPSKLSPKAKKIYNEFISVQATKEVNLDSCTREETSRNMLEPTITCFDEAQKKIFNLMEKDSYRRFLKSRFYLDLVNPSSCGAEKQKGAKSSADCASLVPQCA
KCNQ1 act – potentiators or activators of human KCNQ1 potassium channel | P51787 | CHO-K1 KCNQ1, thallium flux FluxOR fluorescence; hits give high values | B-score at 10 µM | 0.35% of 310,000 active | AID 2648;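 active = fluorescence ratio B-score, a plate-corrected score, at least three library SD, with initial intensity B-score within 5 SD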
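Schedule – 37 °C overnight plating, 90-min dark dye load, 20-min compound pretreatment · System – stable KCNQ1 CHO-K1 line · Probe or stimulus – thallium- and potassium-containing depolarizing buffer · Measured by – kinetic FluxOR fluorescence, 10 s baseline plus 110 s post-stimulus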
KCNQ1 inh – human KCNQ1 channel inhibition; 1.3% of 310,000 active; B-score at 10 µM; AID 2642; CHO-K1 KCNQ1, FluxOR thallium flux fluorescence; hits give high values;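 active = compounds whose thallium flux B-score, printed positive for inhibition, exceeds three library SD while starting fluorescence stays within three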;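 note: channel opened by potassium depolarization with thallium stimulus after 20 min compound exposure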
SKKanGAS inh – blocks kanamycin growth of S. pyogenes SKKanGAS strain; BacTiter-Glo, 6 h; inhibition, % at 7.5 µM; 1.3% of 300,000 active; AID 1662;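 active = mean replicate score, as percent of positive control median, at least 50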;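 note: strain carries kanamycin resistance gene driven by streptokinase promoter and grows in 40 µg/ml kanamycin; loss of luminescence reflects streptokinase promoter inhibition or plain growth inhibition; 0% = median of DMSO wells and 100% = positive control at its reference dose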
hERG rescue – shields human hERG channel from block by proarrhythmic agents; AID 1511; Q12809; CHO-hERG, FluxOR thallium flux, dofetilide IC70 present; 0.51% of 310,000 active; activation (rescue from dofetilide block), less the hit threshold, % at 10 µM;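 active = activation above the mean of controls blocked by dofetilide plus 5 SD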;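 note: thallium influx through hERG after potassium depolarization seen as dye fluorescence rise; in these data hits start at about 4.7%; inactives centre near -7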
RGS4 pot – RGS4 potentiation or activation. HEK293 M3R/inducible RGS4, carbachol calcium flux Fluo4; hits give low values. B-score at 10 µM. 0.92% of 310,000 active. AID 463111;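 active = B-score of the integrated calcium signal more than 4 SD below the library mean, with starting fluorescence not abnormally high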;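 note: negative B-score means reduced calcium response which marks RGS4 activation or potentiation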
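Also added: carbachol at ECmax as muscarinic agonist stimulus; Assay system: HEK293 cells with stable M3R and inducible RGS4; Timing: overnight RGS4 induction, 30 min dye load 37 °C, 20 min compound RT; Measured by: Fluo4-AM (2 µM) calcium-flux fluorescence, kinetic read.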
* hit, by the source's call; i = inactive; . = not tested or not shown. Hits appear at their usual frequency; overall some 6.3% were active at least once.

no. | SMILES | KCNK9 block | KCNK3 block | TMEM16A act | TMEM16A inh | HDAC3 inhib | RGS4 block | KCNQ1 act | KCNQ1 inh | SKKanGAS inh | hERG rescue | RGS4 pot
1 | O=c1c2sc3ccccc3c2[nH]c(=S)n1CCN1CCOCC1 | i | i | i | i | 5.6 | i | i | i | -1.5 | -4.6 | i
2 | O=C(NCCN=C1NS(=O)(=O)c2ccccc21)c1ccncc1 | i | i | i | i | 5.3 | i | i | i | -9.5 | -6.6 | i
3 | O=[N+]([O-])c1ccc(NCCOc2ccccc2Cl)nc1 | i | i | i | i | -8.8 | i | i | i | 0.8 | -11.6 | i
4 | CCCCNCCCOc1cccc(Cl)c1Cl | i | i | i | i | 0.1 | i | i | i | 2.1 | -3.7 | i
5 | O=C1OCCC1Sc1nc2cc(Cl)ccc2s1 (stereo not given) | i | i | i | i | 0.7 | i | i | i | -7.9 | -12.4 | i
6 | CCCn1ncc(CN2CCC(Cc3cccc(F)c3)(C(=O)OCC)CC2)c1C | i | i | i | i | 2.1 | i | i | i | 2.2 | -4.7 | i
7 | O=C(CSc1nnc(Cn2c(=O)sc3ccccc32)n1-c1ccccc1)NCC1CCCO1 (stereo not given) | i | i | i | i | 3.2 | i | i | i | -3.7 | -5.4 | i
8 | Cc1ccc(CNC(=O)C2CCC(CNS(=O)(=O)c3cccs3)CC2)cc1 (stereo not given) | i | i | i | i | 5.1 | i | i | i | 17.8 | -6.1 | i
9 | O=C(CCc1ccc(Oc2cc([N+](=O)[O-])cc([N+](=O)[O-])c2)cc1)Nc1cccc(Cl)c1 | i | i | i | i | 0.0 | i | i | i | 10.7 | -9.1 | i
10 | COc1cccc(-c2csc(NC3OC(=O)c4c3ccc(OC)c4OC)n2)c1 (stereo not given) | i | i | i | i | -2.7 | i | i | i | 3.5 | -11.0 | i
11 | COc1ccc(NC(=O)C(c2ccc(Cl)cc2)C(C)C)cn1 (stereo not given) | i | i | i | i | 1.9 | i | i | i | -3.6 | -11.5 | i
12 | CCOc1cccc(C(=O)Nc2ccc(S(=O)(=O)Nc3cc(C)on3)cc2)c1 | i | i | i | i | -3.4 | i | i | i | 14.7 | -5.0 | i
13 | CCOC(=O)NC(=O)CSc1nc2ccc([N+](=O)[O-])cc2[nH]1 | i | i | i | i | -0.1 | i | i | i | -2.0 | -11.2 | i
14 | COc1ccccc1N1CCN(C(=O)c2oc3ccc(F)cc3c2C)CC1 | i | i | i | i | 2.7 | i | i | i | -0.6 | -11.4 | i
15 | COc1ccc(-n2nc([N+](=O)[O-])c(=NCCc3ccc(Cl)cc3)n2O)cc1 | i | i | i | i | -7.4 | i | i | i | 0.0 | -5.2 | i
16 | CCc1c(C)n([O-])c2c([n+]1=O)CCCCC2 | i | i | i | i | -1.9 | i | i | i | 0.0 | -2.7 | i
17 | COc1cccc2cc(-c3cc(=O)oc4ccc(OCC(C)=O)cc34)oc12 | i | i | i | i | -7.2 | i | i | i | 14.5 | -9.4 | i
18 | CN1C(=O)N(C)C2C1N(CN1CCCCC1)C(=O)N2CN1CCCCC1 (stereo not given) | i | i | i | i | 8.0 | i | i | i | -10.7 | -8.0 | i
19 | Cc1ccc(SCCC(=O)NCC2CCCO2)cc1 (stereo not given) | i | i | i | i | 2.1 | i | i | i | 1.0 | -6.1 | i
20 | O=C1CCCN1CC(=O)N1CCCC(Nc2cccc(F)c2)C1 (stereo not given) | i | i | i | i | -0.1 | i | i | i | 1.6 | -6.0 | i
21 | Cc1noc(C)c1C(=O)N1CCN(c2ccc(OCc3ccccc3)cc2)CC1 | i | i | i | i | 5.0 | i | i | i | -9.9 | -7.4 | i
22 | CC1=NN(c2nc(-c3ccc(C)cc3)cs2)C(=O)C1N=Nc1ccc(C(N)=O)cc1 (stereo not given) | i | i | -15.7* | i | -0.7 | i | i | i | 23.1 | 0.0 | i
23 | CC(C)Nc1nc(-c2ccncc2)nc(-c2ccc(Cl)cc2)c1C#N | i | i | i | i | -0.7 | i | i | i | -9.5 | -6.3 | i
24 | COc1ccc(N2CCC(CNC(=O)Nc3cccc(OC)c3)C2)cc1 (stereo not given) | i | i | i | i | -12.3 | i | i | i | 7.1 | -7.8 | i
25 | CC#CC[N+](C)(C)CC(=O)c1ccccc1 | i | i | i | i | -7.9 | i | i | i | 3.7 | -8.3 | i
26 | Cc1n[nH]c(=O)nc1NCC1CCCO1 (stereo not given) | i | i | i | i | . | i | i | i | -1.6 | -8.0 | i
27 | O=C1C(C2=NC(c3ccccn3)C3C(=O)N(c4ccccc4)C(=O)C23)=C(O)c2ccccc21 (stereo not given) | i | i | i | i | -0.5 | i | i | i | 2.7 | -12.5 | i
28 | COC(=O)c1c(C)[nH]c(C(=O)C(C)Sc2nnc(-c3cc(OC)c(OC)c(OC)c3)o2)c1C (stereo not given) | i | i | i | i | 1.9 | i | i | i | 1.9 | -3.3 | i
29 | O=C(CNC(=O)Cn1ccc2ccccc2c1=O)NCCCN1CCN(c2cccc(Cl)c2)CC1 | i | i | i | i | 1.7 | i | i | i | -1.3 | -0.1 | i
30 | CN1C=CC(=CC=C2C=CC(=O)C=C2)C=C1 | i | i | i | i | 4.1 | i | i | i | 0.3 | -10.0 | i
31 | CCn1c(CNC(=O)c2ccccc2F)nnc1SCc1nc2ccccc2c(=O)[nH]1 | i | . | . | i | -1.8 | i | i | i | 4.7 | -8.4 | i
32 | Cc1onc(-c2ccccc2)c1C(=O)N(C)CCc1ccccn1 | i | i | i | i | -2.4 | i | i | i | -0.5 | 3.3 | i
33 | CC(NC(=O)CCCCCN1C(=O)c2ccccc2C1=O)c1ccc2c(c1)CCCC2 (stereo not given) | i | i | i | i | 6.2 | i | i | i | -17.6 | -3.5 | i
34 | CCOC(=O)c1sc(=S)n(-c2cccc(OC)c2)c1N | i | i | i | i | -4.4 | i | i | i | -0.9 | -6.2 | i
35 | CN(CC(O)COc1ccccc1F)C1CCCCC1 (stereo not given) | i | i | i | i | 3.3 | i | i | i | -5.1 | -2.0 | i
36 | Cc1ccc2nc(-c3ccc(N4C(=O)CC(N5CCC(C(N)=O)CC5)C4=O)cc3)sc2c1 (stereo not given) | i | . | . | i | 0.3 | i | i | i | -0.9 | -14.4 | i
37 | N#Cc1c(NC(=O)C2CC(c3ccccc3Cl)=NO2)sc2c1CCC2 (stereo not given) | i | i | i | i | 5.0 | i | i | i | -3.1 | -1.6 | i
38 | Cc1cccc(NC(=S)NCCN2CCOCC2)c1 | i | i | i | i | -3.9 | i | i | i | -7.7 | -3.7 | i
39 | C=CCn1c(SCC(=O)Nc2ccc(-c3nc4ccc(C)cc4s3)cc2)nnc1-c1ccncc1 | i | i | i | i | -5.1 | i | i | i | -16.0 | -8.0 | i
40 | COc1cccc(C2C3=C(CC(C)(C)CC3=O)Nc3n[nH]c(C)c32)c1 (stereo not given) | i | i | i | i | -18.1 | i | i | i | -2.3 | -8.5 | i
41 | CCCC(OC(=O)CN1C(=O)COc2ccccc21)C(=O)NC1CCCC1 (stereo not given) | i | i | i | i | 1.1 | i | i | i | 10.0 | -9.1 | i
42 | CCOC(Cn1cc(C)c(=O)[nH]c1=O)OCC | i | i | i | i | -1.6 | i | i | i | -2.1 | -6.9 | i
43 | CCOc1ccc(NC(=S)Nc2cc(-c3ccccc3)[nH]n2)cc1 | i | i | i | i | -0.9 | i | i | i | -9.4 | -5.5 | i
44 | CC(=O)c1ccc(N2CCN(C(=O)c3ccc(OCc4c(C)noc4C)cc3)CC2)cc1 | i | i | i | i | 1.0 | i | i | i | -7.4 | -17.0 | i
45 | COc1ccc(C2=NOC(C(=O)NCc3cccs3)C2)cc1OC (stereo not given) | i | . | . | i | -3.4 | i | i | i | -1.7 | -8.7 | i
46 | COc1cc(S(=O)(=O)N(C)C)ccc1F | i | i | i | i | -2.6 | i | i | i | 0.8 | -2.7 | i
47 | O=C(CS(=O)(=O)Cc1ccccc1)Nc1ncccn1 | i | i | i | i | 1.3 | i | i | i | 1.4 | 1.9 | i
48 | O=[N+]([O-])c1ccccc1/C=C/C=N/N1CCCCC1 | i | i | i | i | 5.4 | i | i | i | 12.4 | -5.0 | i
49 | CSCCNC(=O)c1ccc(C(C)(C)C)cc1 | i | i | i | i | 5.4 | i | i | i | -1.3 | -6.2 | i
50 | CC(C)Cc1nnc(NC(=O)CN2C(=O)C3CCCCC3C2=O)s1 (stereo not given) | i | i | i | i | 4.2 | i | i | i | -2.3 | -11.0 | i
51 | CNC(=S)NNC(=O)COc1cccc(C)c1C | i | i | i | i | 8.0 | i | i | i | -6.0 | -1.0 | i
52 | O=C(c1ccccc1)n1ccc(-c2cnc(-c3ccccc3)s2)n1 | i | i | i | i | -12.3 | i | i | i | 3.8 | -9.3 | i
53 | CCn1c(SCC(=O)NCCc2ccccc2)nc2c(c1=O)SC(C)C2 (stereo not given) | i | i | i | i | 4.8 | i | i | i | -1.8 | -9.8 | i
54 | O=C(O)CCC(=O)Nc1ccccc1C(=O)NC1CCCCC1 | i | i | i | i | -3.0 | i | i | i | 2.1 | -1.4 | i
55 | COc1ccc(NC(=O)CSc2nccn2Cc2ccco2)c(OC)c1 | i | i | i | i | -8.8 | i | i | i | 1.5 | -7.8 | i
56 | CN(C)C(CNC(=O)CCNC(=O)c1ccc(Cl)cc1)c1ccco1 (stereo not given) | i | i | i | i | 5.3 | i | i | i | -14.8 | -10.8 | i

Carrying on:
no. | SMILES | KCNK9 block | KCNK3 block | TMEM16A act | TMEM16A inh | HDAC3 inhib | RGS4 block | KCNQ1 act | KCNQ1 inh | SKKanGAS inh | hERG rescue | RGS4 pot
57 | Cc1ccccc1CC1(CO)CCCN(C(=O)c2cc(Cl)ccc2F)C1 (stereo not given) | i | i | i | i | -2.2 | i | i | i | 29.9 | -13.4 | i
58 | Cc1cccc(-c2noc(C(C)NC(=O)c3ccco3)n2)c1 (stereo not given) | i | i | i | i | 2.8 | i | i | i | -7.5 | -8.9 | i
59 | Cc1onc(-c2ccccc2Cl)c1C(=O)N1CCCCC1 | i | i | i | i | 7.8 | i | i | i | 0.2 | -4.8 | i
60 | Cc1ccc(S(=O)(=O)NC(C)C(c2cccs2)N2CCOCC2)cc1 (stereo not given) | i | i | i | i | 0.0 | i | i | i | -0.3 | -15.7 | i
61 | COc1ccc(C(=O)NNC(=O)c2cc3cc(OC)ccc3oc2=O)cc1 | i | i | i | i | 0.3 | i | i | i | 22.2 | -3.1 | i
62 | CC(C)n1cc(/C(N)=N/O)c(=O)n(Cc2ccccc2)c1=O | i | i | i | i | -6.3 | i | i | i | -3.0 | -6.6 | i
